Source: PubChem BioAssay (The Scripps Research Institute Molecular Screening Center)
TbREL1 primary: TbREL1 RNA ligase inhibitors, primary screen, biochemical, FRET fluorescence. RNA-editing ligase 1, mitochondrial (Trypanosoma brucei brucei), P86926. TbREL1 RNA ligation. inhibition, % at 9.66 µM. 89,000 compounds, 0.49% hits;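 active means inhibition above the mean inhibition across all screened compounds plus 3 SD, cut at about 11% in these data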;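 further: 0% = plate median of test wells and 100% = NSC42067 control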
Target sequence (P86926 whole entry, looked up): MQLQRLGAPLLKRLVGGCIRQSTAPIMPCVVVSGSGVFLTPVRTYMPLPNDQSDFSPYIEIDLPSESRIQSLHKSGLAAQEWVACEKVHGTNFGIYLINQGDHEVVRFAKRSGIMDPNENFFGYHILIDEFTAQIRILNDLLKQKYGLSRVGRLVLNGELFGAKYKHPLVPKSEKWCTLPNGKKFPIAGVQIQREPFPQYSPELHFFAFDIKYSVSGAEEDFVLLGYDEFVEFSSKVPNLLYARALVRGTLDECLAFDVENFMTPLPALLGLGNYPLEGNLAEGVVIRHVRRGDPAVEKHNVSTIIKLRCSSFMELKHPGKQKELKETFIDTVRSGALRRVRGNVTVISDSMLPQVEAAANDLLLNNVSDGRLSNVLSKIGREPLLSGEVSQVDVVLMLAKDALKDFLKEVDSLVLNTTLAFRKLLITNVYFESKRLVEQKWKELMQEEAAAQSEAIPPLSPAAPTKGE
* hit, by the source's call. The list is partial; rates above refer to the full screens.

SMILES,TbREL1 primary
O=C(NCCN1CCOCC1)Nc1ccc(F)cc1,-1.3
CCOCCCNS(=O)(=O)c1cc(Br)cc2c1N(C(=O)C1CC1)CC2,-2.1
CCCCCC(=O)Nc1cccc(C2=NOC3(C2)C[C@H](C(N)=O)N(C(=O)CCCCC)C3)c1 (stereo partly specified),-1.0
CCc1nn(-c2ccccc2)c2c1-c1cc(OC)c(OC)cc1C1(N2)C(=O)Nc2ccccc21 (stereo unspecified),1.8
COc1ccc(C2C(C(=O)Nc3cccnc3)=C(C)Nc3nc(-c4cccs4)nn32)cc1 (stereo unspecified),-3.1
CC(=O)Nc1ccc(CN2CCCCCC2)cc1,4.5
O=C(Nc1ccc2c(c1)Cc1ccccc1-2)NC1CCCCN(Cc2ccc(Cl)cc2)C1=O (stereo unspecified),7.4
CCc1ccc(NC(=O)CCS(=O)(=O)c2cccc3nsnc23)cc1,-0.3
COc1ccc(-c2ccc(Nc3ccc(S(=O)(=O)N4CCCC4)cc3)nn2)cc1OC,-2.8
CC(NC(=S)NCc1ccccc1)C12CC3CC(CC(C3)C1)C2 (stereo unspecified),-5.5
C=CCOC(=O)C1=C[C@H](c2csc3ccccc23)[C@@H](CCCO)[C@H](OCC)O1,-3.1
CN(C)c1nc(SCC#N)nc(N(C)C)n1,7.0
COc1cccc(N2C(=O)Nc3ccccc3C2(O)C(=O)NCc2ccc3c(c2)OCO3)c1 (stereo unspecified),1.4
O=C1N(c2ccccc2)C(c2ccccc2)C12CCCCC2 (stereo unspecified),3.4
Cc1ccc(CNC(=O)c2cc(-c3ccccc3)nn2Cc2cc(C)no2)cc1,1.3
CCCN1C2CCCC1CC(NC(=O)C1CCCCC1)C2 (stereo unspecified),-1.3

Individual results from the results shown.
Reading for O=C1N(c2ccccc2)C(c2ccccc2)C12CCCCC2 (stereo unspecified) under TbREL1 primary: 3.4
Reading for COc1ccc(-c2ccc(Nc3ccc(S(=O)(=O)N4CCCC4)cc3)nn2)cc1OC under TbREL1 primary: -2.8

New compounds follow
SMILES,TbREL1 primary
CCCc1cc(=O)[nH]c(Nc2ccc(OC)c(Cl)c2)n1,0.9
CO/N=C(\Cn1ncc(NC2CCCCC2)c(Br)c1=O)c1ccc(Cl)cc1,0.1
O=C(O)CCn1c(=S)n(CCC(=O)O)c2ccccc21,0.3
CC(=O)c1ccc2c(c1)C1C=CCC1C(c1ccc(S(=O)(=O)N3CCOCC3)cc1)N2 (stereo unspecified),-1.8
CCN(CCCNC(=O)c1c(C)cc(=O)oc1C)c1ccccc1,-5.6
O=C(OCC(=O)N1CCN(C(=O)c2ccco2)CC1)c1cc(-c2ccc(Cl)c(Cl)c2Cl)nc2ccccc12,-1.0
COCCN1Cc2cccc(C(=O)Nc3ccc(C)c(C)c3)c2C1=O,1.0
COc1ccc(C(=O)c2[nH]c(N)c(C(=O)NCCc3c[nH]c4ccccc34)c2-c2ccc(Cl)c(F)c2)cc1,-1.8

Given with each value named: entries from further up.
CC(=O)c1ccc2c(c1)C1C=CCC1C(c1ccc(S(=O)(=O)N3CCOCC3)cc1)N2 (stereo unspecified)
  TbREL1 primary: -1.8
CCN(CCCNC(=O)c1c(C)cc(=O)oc1C)c1ccccc1
  TbREL1 primary: -5.6
O=C(OCC(=O)N1CCN(C(=O)c2ccco2)CC1)c1cc(-c2ccc(Cl)c(Cl)c2Cl)nc2ccccc12
  TbREL1 primary: -1.0

Further results
SMILES,TbREL1 primary
N#Cc1nc(-c2ccc([N+](=O)[O-])cc2)oc1N1CCCCC1,2.5
COC(=O)[C@]12C[C@H](CC(=O)NCc3ccc(C)o3)C(=O)N(Cc3ccccc3)C1=C[C@H](COCc1ccccc1)O[C@@H]2C,3.1
CS(=O)(=O)N(Cc1ccccc1)c1ccc(C(=O)Nc2ccc3c(c2)OCO3)cc1,0.9
CCOC(=O)N1CCC(N2CC34C=CC(O3)C(C(=O)Nc3ccc(OCC)cc3)C4C2=O)CC1 (stereo unspecified),2.5
CCOc1ccc(-n2c(COc3ccccc3)nnc2SCC(=O)Nc2ccc3c(c2)OCCO3)cc1,5.0
Cc1noc(C)c1COc1ccccc1C(=O)NCCc1ccccc1,2.5
O=C(c1ccccc1)c1ccccc1N/C=C/c1nnnn1-c1ccccc1,-0.6
CCOc1ccc(CC(=O)NNC(=S)Nc2ccc(OC)c(OC)c2)cc1,-8.7
O=C1CCC(C(=O)OCc2cc(=O)oc3ccc4ccccc4c23)=NN1,-0.7
C/C(=N\NC(=O)Cn1cc([N+](=O)[O-])cn1)c1ccc(O)cc1,9.3
Cc1csc(N2CCCC2c2nc3cc(C(F)(F)F)ccc3n2CCOCCO)n1 (stereo unspecified),4.2
CC(=O)n1cc(C2C(=O)CC(C)(C)CC2=O)c2ccccc21,-4.2
CCOc1ccc(OCCC(=O)N(CCC2=CCCCC2)c2c(N)n(Cc3ccccc3)c(=O)[nH]c2=O)cc1,-1.5
COc1ccc(CCNC(=O)CC(=O)N/N=C/c2ccc(Br)cc2)cc1OC,-1.8
COc1ccc(NCC(=O)Nc2ccc(C#N)cc2)cc1Cl,-0.2
CN(CC(=O)Nc1cccc(F)c1)C(=O)CCNC(=O)c1ccco1,1.2
COc1ccc(Oc2nc(C(F)(F)F)nc3ccccc23)cc1,4.3
COc1ccc(/C=C2\SC(=S)N(CCCC(=O)Nc3cccc(C(=O)O)c3)C2=O)cc1OC,1.5
O=C(Cc1ccc(Cl)cc1)Nc1ccc(C(=O)N2CCCCC2)cc1,5.3
COc1ccccc1OP(=O)(O)Oc1ccccc1OC,-1.2
CN(CC(=O)Nc1ccc(Cl)cc1)C(=O)CNC(=O)c1cccs1,4.5
CC1CCC(NC(=O)CNC(=O)c2cccs2)CC1 (stereo unspecified),-0.2
Cc1cc(C)c(NS(=O)(=O)c2ccccc2)c(C)c1NS(=O)(=O)c1ccccc1,3.2
CCSc1nnc(NC(=O)CCNS(=O)(=O)c2ccccc2F)s1,-2.4
CSc1ccc(C(=O)C2CCCN(C(=O)c3nonc3C)C2)cc1 (stereo unspecified),1.4
CCN(CC)C(=O)c1sc(NC(=O)c2ccc(Br)o2)c(C(=O)OC)c1C,-0.4
COCC(C)NC(=O)c1ccc(N(C)C)cc1 (stereo unspecified),-3.0
CCOc1ccccc1C(=O)NCCC(=O)O,-1.7
COc1ccccc1/C=C/C(=O)OC(C)CN1CCOCC1 (stereo unspecified),0.7
COc1ccc(-c2coc3c(C(=O)Nc4cc(OC)c(OC)c(OC)c4)cccc23)c(C)c1,-1.6
CC(C)CCNC(=O)Cn1cc2c(n1)CCCCC2,0.2
Cc1cn(C2CC3OCC3O2)c(=O)[nH]c1=O (stereo unspecified),0.7
Cc1c(-c2ccccc2)nnn1-c1ccc(F)cc1F,0.0
Cn1cc(Br)c(C(=O)NC2C3CC4CC(C3)CC2C4)n1 (stereo unspecified),-1.8
C=CCN(Cc1cccs1)C(=O)CN1CCN(S(=O)(=O)c2ccc3c(c2)OCCCO3)CC1,-3.6
Cc1cccc(CCNC(=O)CSc2nc3c([nH]2)c(=O)n(C)c(=O)n3C)c1,-0.8
Cc1ccccc1NC(=S)N(CCCN1CCOCC1)Cc1ccccn1,1.8
Cc1ccc(-c2nn(-c3ccccc3)cc2C=C2SC(=S)N(CCS(=O)(=O)O)C2=O)cc1,1.4
CC1=C(C(=O)OCc2ccccc2)C(c2ccc3ccccc3c2)NC(=O)N1CCCC(=O)O (stereo unspecified),-1.4
COc1ccc(-c2ccc(-c3cc(=O)oc4c(C(C)C)ccc(C)c34)cc2)cc1,4.0
CC(=O)c1ccc(S(=O)(=O)Nc2ccc(C(=O)N(C)CC(=O)Nc3cccc(C)c3C)cc2)cc1,3.4
CC/C(C)=N/NC(=O)c1[nH]c2ccc(C)cc2c1-c1ccccc1,8.6
COc1cc(C(=O)NCc2nnc(SCC(=O)N3CCc4ccccc43)o2)cc(OC)c1OC,-2.1
COc1ccc(CNC(=O)CN(C(=O)c2csnn2)c2cccc3ccccc23)cc1,2.3
O=C1c2ccccc2C(c2nnnn2C2CCCCC2)N1CCc1ccc(O)cc1 (stereo unspecified),-1.8
Cc1ccc(NC(=O)CN(C)C(=O)COC(=O)C(C)(C)Oc2ccc(Cl)cc2)cc1,1.1
Cc1cc(CN(C)C(=O)c2cc(COc3ccc4ncccc4c3)on2)on1,-0.6
CSCCC(NC(=O)c1ccc(Cl)cc1Cl)C(=O)N1CCN(C(=O)c2ccccc2)CC1 (stereo unspecified),1.8

(listing goes on)
| SMILES | TbREL1 primary |
| --- | --- |
| CCC1(c2ccc(OC)cc2)NC(=O)N(CC(=O)N2CCc3ccccc32)C1=O (stereo unspecified) | -2.0 |
| COCCNC(=O)C1(C)CCCN(Cc2csc3ccccc23)C1 (stereo unspecified) | -2.3 |
| CCOc1ccc(C2c3c(oc4ccccc4c3=O)C(=O)N2CCCN2CCOCC2)cc1OCC (stereo unspecified) | -5.6 |
| COCc1cc(C)nc2sc3c(=O)oc(C)nc3c12 | 5.3 |
| COC(=O)CN(Cc1ccco1)S(=O)(=O)c1ccccc1 | 1.5 |
| CC(Sc1nnc(-c2cccnc2)n1N)C(=O)NCCC1=CCCCC1 (stereo unspecified) | 1.7 |
| CCCCOc1cccc(C(=O)Nc2ccc(N3CCN(CC)CC3)cc2)c1 | -1.8 |
| COc1ccc(CCNC(=O)CCc2ccc(S(=O)(=O)NC(C)C)cc2)cc1 | 7.6 |
| Cc1ccc(S(=O)(=O)N2CCCN(C(=O)c3ccc(-n4nccc4C)cc3)CC2)cc1 | -1.6 |
| COc1ccc(N(C)C(=O)c2ccc(NC(=O)CCS(=O)(=O)c3cccs3)cc2)cc1 | -2.5 |
| CCOCCn1ccc2c(OCC(=O)Nc3ccccc3F)cccc2c1=O | 3.1 |
| CC1=Nc2ccccc2N=C(NC(=O)CSc2nnnn2-c2ccccc2)C1c1ccccc1 (stereo unspecified) | -1.6 |
| O=c1[nH]c2ccccc2n1C1CCCCC1 | 3.8 |
| CN(C)CCNC(=O)c1ccc(COc2ccc(Cl)cc2Cl)cc1 | 2.4 |
| CCn1cc(C(=O)O)c(=O)c2cc(OC)ccc21 | 0.6 |
| CC(C)Sc1ccccc1C(=O)Nc1ccc2c(c1)n(C)c(=O)n2C | 2.1 |
| Cc1ccc(-c2cc3nc(C)cc(N4CCN(C(=O)c5ccoc5)CC4)n3n2)cc1 | 10.8 |
| NS(=O)(=O)c1ccc(CCNC(=O)CSc2ncnc3ccccc23)cc1 | 4.2 |
| O=C1[C@H]2[C@@H](c3ccc(C(F)(F)F)cc3)N[C@]3(CCCN(CC4CCCCC4)C3=O)[C@H]2C(=O)N1Cc1ccccc1 | 9.6 |
| CCCCn1ccnc1C(=O)c1cc(S(=O)(=O)N2CCOCC2)ccc1C | 4.9 |
| Cc1noc(C)c1S(=O)(=O)N(C)C[C@H]1Oc2c(NC(=O)Nc3ccccc3)cccc2C(=O)N([C@H](C)CO)C[C@@H]1C | -2.2 |
| NC(=O)c1ccc[n+](CC(=O)OCCC23CC4CC(CC(C4)C2)C3)c1 | 7.2 |
| O=C(CN(Cc1ccccc1Cl)C(=O)c1csnn1)NCCc1ccccc1 | -2.8 |
| CN(C)S(=O)(=O)c1ccc(Cl)c(C(=O)NNC(=O)c2ccc3c(c2)OCO3)c1 | 7.8 |
| CC1=CC(=C2C(=O)c3ccccc3C2=O)C=C(C)N1Cc1ccco1 | 6.2 |
| Cc1ccc(OCC(=O)Nc2c[nH]c(=O)[nH]c2=O)cc1C | -1.6 |
| COc1cc(Cl)c(C)cc1NC(=O)c1ccccc1NC(=O)CN1CCOCC1 | -1.0 |
| C[C@H]1[C@@H](NC(=O)C2CCOC2)CC[C@@]23CCCN2C(=O)CCC[C@@H]13 (stereo partly specified) | 6.2 |
| CCCOc1ccc(-c2nc(C#N)c(N3CCC(C(N)=O)CC3)o2)cc1 | -2.7 |
| COc1ccc(Nc2nc3ccccc3n2C)cc1 | -5.5 |
| O=C(NCc1ccccc1)C(c1cccnc1)N(C(=O)c1ccccn1)c1ccccc1F (stereo unspecified) | -2.8 |
| CCc1ccc(NC(=O)c2ccc(-n3cncn3)c([N+](=O)[O-])c2)cc1 | -3.4 |
| COc1nc(SCC(=O)Nc2ccccc2Cl)nc(N(C)C)n1 | -1.9 |
| CN(Cc1nc2ccccc2c(=O)[nH]1)C(=O)COc1ccccc1Cc1ccccc1 | -1.8 |
| O=C(O)Cc1sc(-c2ccc(C(=O)O)cc2)nc1-c1ccccc1 | -0.3 |
| CCSc1nc(O)cc(=O)n1CC | 0.4 |
| COc1ccc(N2CCN(C(=O)NCc3ccc(OC)c(OC)c3)CC2)cc1 | -4.2 |
| CCOc1ccccc1CNC(=O)CCCc1cn(C)c2ccccc12 | -7.7 |
| Cc1ccc(C(=O)NC2CCCc3c2cnn3-c2ccc(F)cc2F)cn1 (stereo unspecified) | 0.9 |
| COCCN(Cc1ccccc1)C(=O)c1c(C)nn(-c2ccccc2)c1C | -4.7 |
| COc1ccc(Cc2c(O)nc[nH]c2=O)cc1 | 0.0 |
| O=c1cc(-c2ccc(O)c(-c3c(O)cc(O)c4c(=O)cc(-c5ccc(O)cc5)oc34)c2)oc2cc(O)cc(O)c12 | 5.4 |
| FC(F)(F)c1ccc(CN2C[C@@H]3C(c4ccccc4)C4(c5cccnc5)CC3(C4)[C@H]2c2ccccc2)cc1 (stereo partly specified) | 0.7 |
| Cc1ccc(NC(=O)C2CCCN(C(=O)c3ccc(Cl)cc3)C2)cc1C (stereo unspecified) | -2.7 |
| CC(C)[C@H](N)C(=O)OCC(CO)OCn1cnc2c(=O)[nH]c(N)nc21 (stereo partly specified) | 5.5 |
| CC(=O)NC12CC3CC(C1)CC(C(=O)N1CCN(S(=O)(=O)c4ccccc4C#N)CC1)(C3)C2 | 5.3 |
| O=C(CSc1nc2ccccc2c(=O)[nH]1)N1CCCCC1 | -0.6 |
| O=C(Cc1ccc(Cl)c(Cl)c1)Nc1ccc(S(=O)(=O)Nc2ncccn2)cc1 | 3.4 |
| CC(C)(C)CC(=O)NC(=S)NCc1ccccc1 | -3.4 |
| Cc1ccc(Cl)cc1NC(=O)COC(=O)c1ccc(CN2CCCC2=O)cc1 | -0.7 |
| N#Cc1ccc(OCc2nnc(-c3ccc([N+](=O)[O-])cc3)o2)cc1 | -5.2 |
